Assay outcomes (PubChem BioAssay)
CYP2C19 act = activators of human cytochrome P450 2C19. P33261. recombinant CYP2C19, luciferin-H EGE luminescence; active compounds read high; 0 = fully inhibited enzyme, 1 = untreated enzyme. activation factor at 5 µM. 96,000 tested, under 10 active. AID 1025;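 active = activation factor of at least 2 at 5 µM in the primary screen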;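 also: 0 = wells with 2.5 mM tranylcypromine and 1 = vehicle-only wells; values of inactives mirror those of a sister screen read the other way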
Target sequence (P33261 whole entry, looked up): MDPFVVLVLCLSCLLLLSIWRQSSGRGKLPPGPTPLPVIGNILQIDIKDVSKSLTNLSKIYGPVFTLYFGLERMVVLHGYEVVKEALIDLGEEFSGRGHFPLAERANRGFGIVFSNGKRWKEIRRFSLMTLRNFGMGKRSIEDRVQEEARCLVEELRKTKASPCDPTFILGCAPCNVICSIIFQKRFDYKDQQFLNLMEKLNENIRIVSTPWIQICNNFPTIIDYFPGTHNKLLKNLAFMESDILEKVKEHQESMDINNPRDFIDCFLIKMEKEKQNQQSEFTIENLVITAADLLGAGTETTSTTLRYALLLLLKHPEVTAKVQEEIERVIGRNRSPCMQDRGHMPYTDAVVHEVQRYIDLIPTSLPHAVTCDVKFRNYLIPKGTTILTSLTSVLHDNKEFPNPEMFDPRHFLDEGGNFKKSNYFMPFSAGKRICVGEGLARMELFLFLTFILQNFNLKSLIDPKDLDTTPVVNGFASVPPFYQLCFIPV
CYP2C19 inh = inhibitors of human CYP2C19 | P33261 | CYP2C19 Supersomes, luciferin-H EGE luminescence, 30 min | inhibition, % at 5 µM | 96,000 tested, 21% active;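 active = CYP2C19 inhibition above a set limit at 5 µM in the primary screen, cut at about 50% in these data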;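 also: plate controls were negative control wells for no effect and 2.5 mM tranylcypromine positive control for full effect; values of inactives mirror those of a sister screen read the other way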
Mac1 fbg enh = enhancers of human CD11b/CD18 binding to fibrinogen. activation, % at 10 µM. 93,000 tested, 0.07% active. P05107+P11215. K562 CD11b/CD18 adhesion to fibrinogen, ATPlite luminescence;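 active = 10 µM primary screen giving 50% or more activity, confirmed by 40% or more on retest at that dose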; also: strong numbers were not always called active; reference of the scale not given here
An asterisk follows results filed as active; . = not tested or not shown. A portion of the library; the hit share may differ from the screen's.

SMILES	CYP2C19 act	CYP2C19 inh	Mac1 fbg enh
Cc1ccc(NC(=O)CSc2ncc(S(=O)(=O)c3ccccc3)c(=O)[nH]2)cc1C	.	.	-4
C/C(=N/NC(=O)c1cc(Cl)ccc1O)C12CC3CC(CC(C3)C1)C2	1	0	.
CCOC(=O)N1CCN(C(=O)c2ccc(Cl)c(S(=O)(=O)N3CCOCC3)c2)CC1	1	1	.
Cc1cc(Nc2ccccc2)nc(N)n1	1.1	-8	.
FC(F)(F)c1nnc2c(Sc3ccccc3)nc3ccc(Cl)cc3n12	0.5	50*	.
Cc1ccc(CSc2nc3c(c(SCC(=O)O)n2)CCCC3)cc1	1	-3	.
CC1(C)SC(=S)N(NC(=O)Nc2ccccc2)C1N(O)C(=O)Nc1ccccc1 (stereo not drawn)	0.9	12	.
CO/N=C(\c1nonc1N)N1CCN(c2ccc(Cl)cc2[N+](=O)[O-])CC1	0.2	77*	.
O=C(Nc1ccc(F)cc1F)c1sccc1SCc1cccc(C(F)(F)F)c1	0.7	26	.
O=C(Cc1ccccc1[N+](=O)[O-])NCCSCc1c(F)cccc1Cl	1.1	-6	.
COc1ccc(/C=N\NC(=O)C2C(=O)NCC2c2ccccc2)cc1O (stereo not drawn)	1	-4	.
Cn1c(=O)n(C)c2cc([N+](=O)[O-])c(N3CCN(C(=O)c4ccccc4Cl)CC3)cc21	0.9	11	.
CCCCNC(=O)c1cc2nc3c(c(C(F)(F)F)n2n1)CCc1ccccc1-3	1	3	.
O=C(NN1C(=O)c2ccc3c4c(ccc(c24)C1=O)CC3)c1ccc(Br)cc1	1.1	-14	.
CCc1ccc(NC(=O)C2(c3ccccc3)CC2(Cl)Cl)cc1 (stereo not drawn)	0.7	33	.
O=[N+]([O-])c1ccc(Cl)c(-c2ccc(/C=N/c3c(-c4ccco4)nc4ccccn34)o2)c1	1	-1	.
CC(Oc1ccc(-c2ccccc2)c(F)c1)c1ccn(S(=O)(=O)c2cccc3ccccc23)n1 (stereo not drawn)	0.8	25	.
Cc1ccccc1/C(N)=N/OC(=O)N1c2ccccc2Sc2ccccc21	0.8	19	.
N#Cc1ccc(-c2csc(NNC(=O)c3ccccc3)n2)cc1	1.1	-14	.
O=C(NCCNS(=O)(=O)c1ccccc1Cl)c1cc(OCC(F)(F)F)ccc1OCC(F)(F)F	0.9	5	.
CCCCOC(=O)c1ccc(NC(=O)C(=O)NCC2CCCO2)cc1 (stereo not drawn)	0.9	8	.
COc1ccc(N2CCN(C(=O)CSc3nnc4c5cc(C)ccc5n(C)c4n3)CC2)cc1	0.2	81*	.
COC(=O)c1cc(C#N)c(NCc2ccc(Cl)cc2Cl)nc1C	0.9	9	.
O=C(COc1ccc(Cl)cc1)N(Cc1ccccc1)c1ccccn1	0	98*	.
Oc1ccc(Oc2ccc3c(C(F)(F)F)cc(C(F)(F)F)nc3n2)cc1	1	0	.
COc1ccc(-n2nc(N)c3c(=O)oc(N(C)C)nc32)cc1	0.6	40	.
CC(=O)N(Cc1c(C)nn(-c2ccccc2)c1Cl)c1ccc(Cl)cc1	0.1	90*	.
CC(C)N=C(Nc1ccc(Cl)cc1)c1cccnc1	0.7	34	.
COc1ccccc1/C=C/C(=O)c1ccc(Cl)cc1	0.8	24	.
C(=N\N1CCN(C2c3ccccc3-c3ccccc32)CC1)/c1ccccn1	0.9	7	.
Cc1ccc(/C=N/NC(=O)c2ccc(C(=O)N/N=C/c3ccc(C)s3)o2)s1	1.1	-12	.
BrC(/C=N/Nc1nc(N2CCOCC2)nc(N2CCOCC2)n1)=C/c1ccccc1	0.7	29	.
Cc1ccc(/C=C2/CCc3c([nH]c4ccccc34)C2=O)cc1	0.4	63*	.
CNc1cnn(-c2ccc(C)cc2)c(=O)c1Cl	1	4	.
COc1ccc(/C=N/NC(=O)CCc2ccccc2)cc1O	1	1	.
O=C(Nc1ncc(Cc2cccc(Cl)c2Cl)s1)c1ccc([N+](=O)[O-])cc1	1	5	.

Pulled by compound from the entries so far (6):
SMILES	CYP2C19 act	CYP2C19 inh	Mac1 fbg enh
CNc1cnn(-c2ccc(C)cc2)c(=O)c1Cl	1	4	.
CC(=O)N(Cc1c(C)nn(-c2ccccc2)c1Cl)c1ccc(Cl)cc1	0.1	90*	.
Cc1ccc(/C=C2/CCc3c([nH]c4ccccc34)C2=O)cc1	0.4	63*	.
C(=N\N1CCN(C2c3ccccc3-c3ccccc32)CC1)/c1ccccn1	0.9	7	.
CC(C)N=C(Nc1ccc(Cl)cc1)c1cccnc1	0.7	34	.
COc1ccc(-n2nc(N)c3c(=O)oc(N(C)C)nc32)cc1	0.6	40	.

Other compounds.
SMILES	CYP2C19 act	CYP2C19 inh	Mac1 fbg enh
COC(=O)CN(C(=S)Nc1ccccc1)C1CC(=O)N(c2ccc(OC)cc2)C1=O (stereo not drawn)	0.6	42	.
CC(Oc1ccc(-c2ccccc2)c(F)c1)c1ccn(S(=O)(=O)c2ccc(Cl)cc2)n1 (stereo not drawn)	0.7	32	.
O=C(Nc1nc2c(ccc3ccccc32)s1)c1ccco1	0.8	20	.
O=C(Nc1ccn(Cc2ccccc2F)n1)c1ccc(COc2cc(Cl)ccc2Cl)o1	0.4	61*	.
CCc1ccc(C(CC(=O)c2ccc(Cl)cc2)C(=O)O)cc1 (stereo not drawn)	1	0	.
CC(C)CCNC(=O)C12CN(Cc3ccccc3)CC1C(c1cccc([N+](=O)[O-])c1)=NO2 (stereo not drawn)	0.5	48	.
CO/N=C/c1ccc(Oc2ccc(C)cc2)nc1	0.7	32	.
COc1ccc(Cl)cc1Nc1nc(-c2sc(NC(=O)c3ccco3)nc2C)cs1	0.6	43	.
COc1ccccc1Nc1nc2c(C)cccc2cc1C#N	1.1	-11	.
Cc1cc(C)c2c(-n3cccc3)c(C(=O)NNS(=O)(=O)c3ccc(F)cc3)sc2n1	0.7	31	.
COc1ccc(C(C(=O)NCc2ccccc2)N(Cc2cccs2)C(=O)c2cnccn2)cc1 (stereo not drawn)	0.5	47	.
Cc1ccc(S(=O)(=O)n2ccc(-c3cccc(OCc4c(F)cccc4Cl)c3)n2)cc1	0.8	20	.
Clc1ccccc1/C=N/c1cc(-c2ccccc2)nn1-c1ccccc1	1.1	-8	.
O=C(NNS(=O)(=O)c1ccccc1)c1sccc1-n1cccc1	0.6	40	.
CCNC(=S)NNC(=O)c1cccn(Cc2ccc(Cl)cc2)c1=O	1	0	.
c1ccc2c(c1)oc1c(Nc3ccc4c(c3)OCCO4)ncnc12	0.8	20	.
CCOC(=O)c1cc(-c2ccccc2)sc1NC(=O)C(C)(C)C	1	4	.
CN1C=CC=C/C1=C1\SC(=S)N(c2ccccc2)C1=O	0.9	9	.
CC(C)(C)OC(=O)N1CCN(c2ccc(CNC(=O)c3ccc(Cl)cc3)cc2)CC1	0.6	38	.
O=[N+]([O-])c1ccccc1NCc1ccc(Cl)cc1	0.8	21	.
Cc1ccc(-c2cc(N)n(Cc3ccc(Cl)cc3)n2)cc1	0.2	83*	.
Cc1ccc(S(=O)(=O)N2CC3CCCN3c3ccc(C(F)(F)F)cc32)cc1 (stereo not drawn)	0.5	49	.
Cc1cc(C(=O)N/N=C/c2cccc(OC(=O)c3ccco3)c2)n[nH]1	1	-4	.
O=C(O)c1cc(S(=O)(=O)Nc2ccccc2C(=O)O)ccc1O	1	-2	.
O=C(N/N=C/c1ccc2cccc(OCc3ccccc3)c2n1)c1ccc(Br)cc1	0.7	25	.
C[N+](C)(C)CCCN1C(=O)CCCC1=O	1	0	.
Cc1ccc(C(=O)NC(=S)Nc2ccc(Oc3ccc(Cl)cc3)cc2)cc1	0.9	6	.
O=C(NCc1ccco1)C1CC(c2c(Cl)cccc2Cl)=NO1 (stereo not drawn)	0.7	32	.
CC(C)(C)c1cc(C(=O)O)c(CN2CCCCC2)o1	0.8	19	.
Nc1ccc(C2(c3ccc(N)cc3)C(=O)Nc3ccccc32)cc1	0.8	16	.
COc1cccc(N=Nc2c(N)[nH]n3c(=O)cc(-c4ccccc4)nc23)c1	1	3	.
COc1ccc(CCN(C(=S)Nc2ccccc2)C2CC(=O)N(c3ccccc3)C2=O)cc1 (stereo not drawn)	1	-5	.
COC(=O)c1cc(C(=O)c2ccc(Cl)cc2Cl)cn1C	0.4	58*	.
C/C(=N\OC(=O)c1ccc(F)cc1)c1nccs1	0.9	10	.
Fc1ccc2c(c1)C1C=CCC1C(c1cc3c(cc1Br)OCO3)N2 (stereo not drawn)	0.7	30	.
COc1ccc(C2(CNC(=O)/C=C/c3ccco3)CCCC2)cc1OC	0.8	24	.
O=C(COc1ccc(Cl)cc1)NNC(=O)c1ccccn1	1	-3	.
Cc1cc(C)cc(OCC(=O)Nc2nc3ccc([N+](=O)[O-])cc3s2)c1	0.8	20	.
Cc1cc(-c2ccc(Cl)cc2)oc(=O)c1NC(=O)c1ccccc1	0.8	18	.
Cc1ccc(-c2nnc(SCC(=O)CC(=O)Nc3ccccc3)n2-c2ccccc2)cc1	1	3	.
N/C(=N\OC(=O)c1cccc2ccccc12)c1cccc([N+](=O)[O-])c1	1	2	.
CCN(CC)C(=O)C(=O)N/N=C/c1cccc(Br)c1	1	2	.
Cc1ccccc1NC(=O)c1ccc(CSc2ncccn2)cc1	0.9	10	.
COc1ccc(OCc2cnc(Cl)s2)cc1	0.9	14	.
O=C(N/N=C/c1ccc([N+](=O)[O-])o1)c1cc(-c2ccncc2)nc2ccccc12	0.5	53*	.
CC(C)CNC(=O)C(=O)NNC(=O)C1CCCCC1	1	-2	.
Cc1ccc(/C=C/c2nnc(-c3ccccc3)o2)cc1	1	-1	.
CCC(=O)NC(=S)Nc1cccc(NC(=O)c2ccccc2Cl)c1	0.8	17	.
O=c1c2sc3nc(N4CCOCC4)c4c(c3c2ncn1CCc1ccccc1)CCCC4	0.5	52*	.
Cc1ccccc1C(=O)NC(=S)Nc1ccccc1C(F)(F)F	0.9	8	.
Cc1ccc2nc(C3CCCN(C(=S)Nc4cccc(C)c4C)C3)[nH]c2c1 (stereo not drawn)	0.7	30	.
CCCCNC(=O)c1onc(CSc2ccccc2CC)c1C(=O)O	0.8	16	.
Cc1ccc(-n2cc(C(=O)c3ccc4ccccc4c3O)cn2)cc1	1	-1	.
CCCn1nc2cc(C(=O)N(CC)c3ccc(OC)cc3)ccc2c1OCC	0.8	17	.
COc1cnc(-c2ccccn2)nc1Oc1ccc(Cl)c2ccccc12	0.6	38	.
CC1CCN(c2cc(N3CCC(C)CC3)c([N+](=O)[O-])cc2/C=C(\C#N)c2nn(-c3ccccc3)c(N)c2C#N)CC1	0.5	51*	.
CCC(C)NC(=O)/C(=C/c1ccco1)c1ccccc1 (stereo not drawn)	0.9	14	.
COc1ccc(Nc2ncnc3sc(-c4ccccc4)cc23)cc1	1.1	-15	.
Cc1ccc(SCC(=O)NC(=O)NCc2ccco2)cc1C	0.7	28	.
CCOc1ccccc1Nc1nc(-c2sc(NC(=O)c3ccc([N+](=O)[O-])cc3)nc2C)cs1	0.6	41	.
Following part:
SMILES	CYP2C19 act	CYP2C19 inh	Mac1 fbg enh
CC(C)CN(CC(C)C)C1=N/C(=C\c2ccco2)C(=O)N1c1ccccc1	0.9	9	.
Cc1noc(COc2ccc(OCc3nc(C)no3)cc2)n1	1.1	-12	.
CCOC(=O)C1=C(CSc2nc3ccccc3s2)NC(=O)NC1c1cccc([N+](=O)[O-])c1 (stereo not drawn)	0.7	34	.
CCOC(=O)c1c2ccc(OCC(=O)N/N=C/c3ccc(Cl)cc3)cc2n2ccccc12	0.9	9	.
N/C(=N\OC(=O)CCc1ccccc1)c1ccc(Br)cc1	0.9	12	.
CSc1nc(C)c(CCOC(=O)c2cccc(Cl)c2)c(=O)[nH]1	1	3	.
COc1ccc(-c2c(C(C)=O)c(C)nc3sc4c(=O)n(-c5ccc(C)cc5)nnc4c23)cc1	0.8	22	.
CCCc1nnc(NC(=O)CN2CCOCC2)s1	0.8	18	.
CC(C(=O)Nc1ccccc1Sc1ccccc1)N(c1ccccc1)S(C)(=O)=O (stereo not drawn)	0.6	41	.
O=C(CO)N/N=C/c1ccccc1F	1	4	.
O=C(CCSc1ccccc1)Nc1ccc(OCc2ccccc2)cc1	1	-5	.
S=C(Nc1ccccc1)N1CCCCCC1	0.8	23	.
CCCc1cc2c(cc1NC(=O)c1ccc(Br)cc1)OCO2	0.1	87*	.
CCC1CCc2c(c3ccccc3[nH]c2=O)O1 (stereo not drawn)	0.9	14	.
Cc1ccc(Sc2ccc(NC(=O)c3ccc(S(C)(=O)=O)cc3Cl)cc2)cc1	1.1	-12	.
Clc1ccc(/C=N/NC(=Nc2ccccc2)c2ccccn2)c(Cl)c1	1	-1	.
Cc1cccc(COc2ccc(/C(O)=C3\C(=O)C(=O)N(CCN(C)C)C3c3ccncc3)cc2)c1 (stereo not drawn)	1	-3	.
Cc1cc(N)n(-c2nc(-c3cccnc3)nc3ccccc23)n1	0.9	7	.
O=C1C2C(c3ccccc3)C=CC(c3ccccc3)C2C(=O)N1c1ccncc1 (stereo not drawn)	0	97*	.
Cc1ccc(N2CC(C(=O)Nc3cc(C)on3)CC2=O)cc1 (stereo not drawn)	0.8	18	.
Cc1ccc(C(=O)NC(N2CCCC2)C(Cl)(Cl)Cl)cc1 (stereo not drawn)	0.3	69*	.
[O-]/[N+](=C/c1ccc(F)cc1)c1ccccc1	1	-3	.
C(=C\c1cccc2ccccc12)/c1nnc(-c2cccs2)o1	0.9	10	.
